AmpC inh detg: inhibitors of E. coli AmpC beta-lactamase with detergent | AmpC hydrolysis of nitrocefin, absorbance 480 nm, 0.01% Triton | actives 0.041% (n = 370,000) | Potency, µM (series often up to 114 µM), for inactives: at the top dose activity change, negative = inhibition, hits mostly inhibitors | P00811;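 also: potency is read from the fitted curve at half-maximal effect; 0% = no-compound wells and -100% = no-enzyme wells; nearly all actives have a fitted effect of over 25% in size; some results filed as inactive show a strong effect at the top dose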
Target sequence (P00811 whole entry, looked up): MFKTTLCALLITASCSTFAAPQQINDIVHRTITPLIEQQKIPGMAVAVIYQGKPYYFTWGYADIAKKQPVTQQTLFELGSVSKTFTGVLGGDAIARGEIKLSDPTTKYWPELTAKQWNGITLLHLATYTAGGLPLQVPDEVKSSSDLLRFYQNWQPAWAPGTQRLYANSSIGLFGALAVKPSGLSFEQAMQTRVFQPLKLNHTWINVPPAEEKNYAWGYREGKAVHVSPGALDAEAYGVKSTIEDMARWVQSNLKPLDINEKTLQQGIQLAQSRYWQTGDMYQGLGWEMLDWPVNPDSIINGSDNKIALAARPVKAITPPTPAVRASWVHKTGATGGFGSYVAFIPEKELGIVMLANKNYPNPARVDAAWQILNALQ
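20 mM phosphate pH 7.0 + 0.01% (detergent screen) or 0.0001% Triton X-100; 5.3 nM AmpC reagent; cpd preinc 15 min RT; nitrocefin (800 uM stock) to start; A480 q20 s × 4 min; Activity was normalised to no-enzyme and no-compound control wells.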
HCMV inh: human cytomegalovirus inhibition | HFF cells, HCMV-luciferase reporter, 72 h; hits give low values | activity change, negative = inhibition, % at 57.5 µM | actives 4.5% (n = 410,000); in the data active = activity change below about -60%; inconclusive = no clear call, values can overlap the other calls; inactive = above about -39%
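Human foreskin fibroblasts infected with luciferase-reporter HCMV at MOI 1 PFU/cell, compounds at two doses. Luciferase measured 72 h post infection; normalized to buffer-only basal and Salinomycin (10uM) controls.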
AMA1-RON2 inh: inhibitors of Plasmodium falciparum AMA1-RON2 interaction; AlphaScreen AMA1-biotinylated RON2 peptide binding; Potency, µM (series often up to 58.2 µM), without a hit: top-dose activity change, negative = inhibition, actives largely listed as inhibitors; actives 0.2% (n = 360,000);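 also: potency is read from the fitted curve at half-maximal effect; 0% = vehicle wells and -100% = peptide control; nearly all actives have a fitted effect of over 45% in size; some results filed as inactive show a strong effect at the top dose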
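AMA1 (3D7) with his tag at 25 nM final met compounds first, then biotinylated RON2 peptide at 25 nM; detection used donor plus acceptor beads, 10 µg/mL apiece, read by AlphaScreen after 30 min at room temperature.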
Sm TGR inh: S. mansoni TGR enzyme inhibition; purified TGR, DTNB reduction, TNB absorbance 405 nm; Potency, µM (series often up to 114 µM), inactives show at the top dose activity change, negative = inhibition, actives largely listed as inhibitors; Q962Y6; actives 3% (n = 360,000); also: potency is read from the fitted curve at half-maximal effect; nearly all actives have a fitted effect of over 60% in size
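Kinetic colorimetric format: TGR-catalysed, NADPH-driven DTNB reduction monitored via TNB absorbance. Enzyme dispensed at 20 nM; compound exposure 15 min at room temperature before reaction start.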
TbPYK inhibitor: T. brucei pyruvate kinase inhibition; Q57TT1; TbPYK enzyme, Kinase-Glo Plus ATP luminescence, 45 min; Potency, µM (highest dose often 76.8 µM), for the others: top-dose activity, negative = inhibition, most hits filed as inhibitors; actives 0.12% (n = 410,000); also: potency is read from the fitted curve at half-maximal effect; nearly all actives have a fitted effect of over 50% in size
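TbPYK + substrate in 50 mM TEA pH 7.2, 100 mM KCl, 10 mM MgCl2, 0.05% BSA, 0.01% Tween-20; cpd pinned; ADP 130 uM final; 45 min RT; Kinase-Glo Plus 10 min; luminescence endpoint.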
LmPK inhibitor: LmPK (Leishmania mexicana) enzyme inhibition; Q27686; purified LmPK, Kinase-Glo ATP luminescence, 1 h; Potency, µM (highest dose often 57.5 µM), for inactives: at the top dose activity change, negative = inhibition, most hits filed as inhibitors; actives 0.37% (n = 290,000); AID 1721; also: potency is read from the fitted curve at half-maximal effect
Target sequence (Q27686 whole entry, looked up): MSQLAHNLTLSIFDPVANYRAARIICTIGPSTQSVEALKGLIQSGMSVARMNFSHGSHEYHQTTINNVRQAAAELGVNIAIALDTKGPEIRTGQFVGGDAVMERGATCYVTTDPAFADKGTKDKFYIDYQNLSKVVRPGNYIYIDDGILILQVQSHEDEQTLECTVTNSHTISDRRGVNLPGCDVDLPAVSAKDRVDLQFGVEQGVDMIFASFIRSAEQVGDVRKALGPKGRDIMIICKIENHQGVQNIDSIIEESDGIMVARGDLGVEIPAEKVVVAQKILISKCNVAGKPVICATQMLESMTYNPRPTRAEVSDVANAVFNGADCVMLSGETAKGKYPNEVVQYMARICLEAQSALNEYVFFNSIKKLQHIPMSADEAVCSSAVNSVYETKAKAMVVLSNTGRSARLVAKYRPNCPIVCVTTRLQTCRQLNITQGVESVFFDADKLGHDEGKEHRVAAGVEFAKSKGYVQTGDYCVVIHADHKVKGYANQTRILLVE
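0.1 nM LmPK, 0.5 mM PEP, 0.1 mM ADP; 50 mM imidazole pH 7.2, 7 mM MgCl2, 50 mM KCl; 1 h RT. Kinase-Glo luminescence readout, normalized to no-enzyme (full inhibition) and uninhibited wells.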
AmpC no deterg: inhibitors of E. coli AmpC beta-lactamase without detergent; P00811; AmpC nitrocefin hydrolysis, absorbance 480 nm, 0.0001% Triton; Potency, µM (doses to about 57.1 µM), without a hit: at the highest dose activity change, negative = inhibition, actives largely listed as inhibitors; actives 0.52% (n = 330,000); AID 485341;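 also: potency is read from the fitted curve at half-maximal effect; plate controls were no compound for no effect and no enzyme for full effect; nearly all actives have a fitted effect of over 20% in size; some results filed as inactive show a strong effect at the top dose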
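AmpC (5.3 nM in the dispensed reagent) in 20 mM phosphate pH 7.0 with 0.01% (detergent screen) or 0.0001% Triton X-100 was preincubated with compounds for 15 min at room temperature. Nitrocefin was then added from an 800 uM solution, and hydrolysis was followed at 480 nm.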
Active calls of the source: *; ? = inconclusive; · = not tested or not shown; & = joins results of further samples; [ ] = remark or other dose. Unless noted, calls follow the shape of the dose curve; as a rule, active = well fitted curve in the direction sought with a large enough effect; inconclusive = small, poorly fitted or top-dose-only effect, or another doubt; inactive = no such curve, though single readings can be large; an effect the other way counts as inactive or inconclusive. Unless noted, % is scaled to controls: 0 for no effect and ±100 for the full control effect.

| Compound | AmpC inh detg | HCMV inh | AMA1-RON2 inh | Sm TGR inh | TbPYK inhibitor | LmPK inhibitor | AmpC no deterg |
| --- | --- | --- | --- | --- | --- | --- | --- |
| CC1CCCCN1C(=O)CSc1nnc(Cc2ccccc2)n1C (stereo not drawn) | ? | 13 | 11% | 5% | 1% | 5% | 1% |
| Cc1cc(OCC(=O)Nc2ccncc2)c(C)cc1Br | ? | 26 | 13% | 1% | -1% | -2% | -3% |
| CCCCN(CC)S(=O)(=O)N1CCC(C(=O)NCCCN2CCOCC2)CC1 | 0% | 46 | -24% | 7% | -13% | 0% | 0% |
| CCCC(=O)NCc1ccccc1Cl | 3% | ? | -7% | · | 4% | -1% | -18% |
| COc1ccccc1CC(=O)Nc1ccc([N+](=O)[O-])cc1O | 6% | ? | 0% | 5% | -3% | 6% | -35% |
| CCCOc1ccc(/C(O)=C2/C(=O)C(=O)N(c3cc(C)on3)C2c2ccc(C(=O)OC)cc2)cc1 (stereo not drawn) | 1% | 24 | -2% | -4% | 4% | 15% | -25% |
| CCc1ccc(OCC(=O)OC(C)C(=O)Nc2ccc(Cl)cn2)cc1 (stereo not drawn) | ? | 21 | 0% | 3% | 6% | · | -12% |
| Cc1cc(OCC(=O)Nc2ccc(CN3CCOCC3)cc2)c2c(C)c(C)c(=O)oc2c1 | -3% | 49 | 5% | -8% | 2% | 6% | 66%[activator] |
| COc1ccc(C)cc1S(=O)(=O)Nc1ccc(-n2c(C)nc3ccccc3c2=O)cc1 | 0% | -15 | -6% | 0% | 4% | · | 4% |
| Cc1cc(=O)n(C(C)c2ccccc2)n1C(C)c1ccccc1 (stereo not drawn) | · | ? | 11% | · | -12% | · | · |
| Cc1cc(C(=O)N/N=C/c2cccc(OC(=O)c3cccc(Br)c3)c2)n[nH]1 | -8% | -71* | -4% | -5% | 4% | -11% | -47% |
| CCCCn1c2nc3ccccc3nc2c2c(=N)oc(C)nc21 | ? | -32 | 7% | -22% | 1% | -4% | 2% |
| COc1ccc(C(C(=O)Nc2ccc(C(C)C)cc2)N(Cc2ccco2)C(=O)CC2NC(=O)NC2=O)cc1 (stereo not drawn) | -6% | -40 | ? | -22% | -13% | -3% | 121%[activator] |
| COc1ccc(Cn2nnnc2C(c2ccccc2Cl)N2CCN(C3CCCC3)CC2)cc1 (stereo not drawn) | -13% | -33 | -3% | 0% | -5% | -1% | 66%[activator] |
| O=C(Nc1ccc(N2CCN(C(=O)c3ccco3)CC2)cc1)c1cccs1 | -15% | 70 | 9% | 10% | 3% | -1% | -18% |
| COc1ccc(C(Nc2ccccc2)P(=O)(Oc2ccccc2)Oc2ccccc2)cc1 (stereo not drawn) | -4% | -7 | -14% | -11% | -5% | 5% | -17% |
| Cc1c(Cc2ccccc2)c(=O)oc2cc(O)ccc12 | -4% | 0 | -12% | 1% | 7% | 2% | -47% |
| CCn1cc(C(=O)NCC(C)C)c(=O)c2cc(F)c(N3CCN(C(=O)c4ccco4)CC3)cc21 | -10% | 6 | 0% | 1% | 1% | 0% | 30% |
| COc1ccc(CC(=O)N2CC3(C)CC2CC(C)(C)C3)cc1 (stereo not drawn) | ? | ? | 7% | -6% | -8% | -3% | 26% |
| COc1ccc(C(=O)Nc2ccc(C(=O)N3CCOCC3)cc2)cc1OC | -2% | 15 | -8% | 4% | -10% | -15% | -12% |
| CCOCCCn1c(SCC(=O)Nc2cc(OC)ccc2OC)nc2ccccc2c1=O | ? | 6 | -23% | 17% | 1% | 4% | 100%[activator] |
| CC(=O)Nc1ccc(C(=O)N(C)C(C(=O)Nc2ccc(C)cc2)c2ccccn2)cc1 (stereo not drawn) | 3% | -63* | 15% | -4% | 0% | -9% | -29% |
| COc1cccc2c1C(=O)c1c(O)c3c(c(O)c1C2=O)C[C@](O)(C(C)=O)C[C@H]3O[C@@H]1C[C@@H](N)[C@@H](O)[C@@H](C)O1 | -13% | -100* | -7% | -15% | 9% | · | 158%[activator] |
| C[C@@H](C(=O)NCc1ccccc1)[C@@H]1C[C@@]1(C)[C@@H](NC(=O)OCc1ccccc1)c1ccccc1 | -23% | -30 | -6% | 0% | 2% | 2% | 13% |
| COc1ccc(/C=C2\CCC/C(=C\C=N\N(C)C)C2=O)cc1 | -3% | ? | ? | 0% | 5% | -12% | 8% |

Some values from the entries so far:
Value for CCCC(=O)NCc1ccccc1Cl in TbPYK inhibitor: 4%
Value for Cc1c(Cc2ccccc2)c(=O)oc2cc(O)ccc12 in AmpC inh detg: -4%
Value for CC(=O)Nc1ccc(C(=O)N(C)C(C(=O)Nc2ccc(C)cc2)c2ccccn2)cc1 (stereo not drawn) in AmpC no deterg: -29%

Next part:
| Compound | AmpC inh detg | HCMV inh | AMA1-RON2 inh | Sm TGR inh | TbPYK inhibitor | LmPK inhibitor | AmpC no deterg |
| --- | --- | --- | --- | --- | --- | --- | --- |
| CCc1ccc(-c2n[nH]nc2C2=CC(=O)C[C@H](c3ccc(F)cc3)C2)cc1 | · | -21 | 78%[activator] | · | 3% | · | · |
| CCCN1C(=O)CC(=O)N=C1SCC(=O)Nc1ccccc1F | · | -30 | 5% | · | 5% | · | -31% |
| CSc1ncnc2c1ncn2CCCN1CCN(Cc2cccc3ccccc23)CC1 | · | -22 | -20% | · | -2% | · | · |
| O=C(COC(=O)CNC(=O)c1ccc([N+](=O)[O-])o1)Nc1ncc(Cl)cc1Cl | -8% | 1 | 2%[11.6 µM] | 0% | -1% | · | 5% |
| O=C(OCCN1CCCCC1)c1cc2ccccc2o1 | -6% | 11 | 39%[activator] | 5% | -2% | 4% | -11% |
| COc1ccccc1N(CC(N)=O)S(=O)(=O)c1ccc(C)cc1 | -3% | ? | 20% | -1% | 0% | 2% | -9% |
| CCn1c(O)c(/C=C2\C=NN=C2c2ccccc2)sc1=S | 10% | -32 | -9% | -4% | 5% | 2% | ? |
| COc1cccc(C(=O)N2CCN(C3CCC(c4ccccc4)CC3)CC2)c1OC (stereo not drawn) | -1% | -14 | -15% | 1% | -9% | 6% | 127%[activator] |
| Cc1cccc(-n2ccnc2CN2CCC(CO)(Cc3ccccc3)CC2)c1 | 6% | 37 | 16% | -7% | 6% | 3% | 92%[activator] |
| Cc1noc(C)c1C(=O)NCc1ccccc1 | -3% | 20 | 8% | -32% | 0% | 0% | -2% |
| Cn1c(SCC(=O)N/N=C/c2ccc([N+](=O)[O-])s2)nnc1-c1ccccc1 | -9% | -91* | -9% | ? | 2% | 2% | -49% |
| Cc1ccc2c(c1)c1c3n2CCNC3CCC1 (stereo not drawn) | ? | -30&-5 | -24%&-21% | 0% | 2%&-4% | -1% | -7%&-7% |
| CCn1c2ccccc2c2n[nH]c(=S)nc21 | -1% | -11 | 117%[activator] | -3% | -26% | -11% | -13% |
| O=C(c1ccccc1Cl)N1CCN(Cc2ccc3c(c2)OCO3)CC1 | -9% | -3 | -2% | -25% | -3% | -1% | 36% |
| O=C(CN1N=C(c2ccc(Cl)cc2)CCC1=O)NCCN1CCc2ccccc2C1 | -13% | 0 | -5% | 1% | -3% | 4% | 159%[activator] |
| O=C(NNC(=O)c1ccccc1F)c1ccco1 | ? | -20 | 0% | -12% | 4% | 0% | -17% |
| Cc1cccc(NC(=S)NC2CC3CCCC(C2)N3Cc2ccccc2)c1C (stereo not drawn) | -7% | ? | -3% | · | -8% | -1% | 0% |
| CCn1c(O)c(N=NC2=NC(=O)CS2)c2cc(C)ccc21 | -4% | -34 | -9% | -1% | 6% | -3% | -12% |
| CC(C)CC(=O)Nc1nc(-c2ccc(S(=O)(=O)N3CCOCC3)cc2)cs1 | -6% | -39 | -7% | 2% | -9% | 4% | -38% |
| CC(=O)Nc1cccc(/C(C)=N/NC(=O)c2ccccc2Cl)c1 | -11% | -7 | 5% | 1% | 6% | 2% | -1% |
| CS(=O)(=O)N1Cc2ccccc2CC1C(=O)O (stereo not drawn) | 0% | -3 | 18% | -3% | -3% | -2% | -19% |
| Cn1c(=O)c2c(nc(CN3CCN(c4ccccc4)CC3)n2Cc2c(F)cccc2Cl)n(C)c1=O | -10% | -21 | 13% | -9% | -16% | -1% | 27% |
| COc1ccccc1OCC(=O)Nc1ccccc1C(=O)NC1CC1 | 9% | -28 | -6% | -1% | -1% | · | -14% |
| O=C(NCCc1ccccn1)C(F)(F)C(F)(F)C(F)(F)C(F)(F)C(F)(F)C(F)(F)C(F)(F)C(F)F | 10% | 13 | 37%[activator] | -15% | -9% | -2% | 82%[activator] |
| Cc1cc(NS(=O)(=O)c2ccc(Br)s2)no1 | · | -3 | 2% | · | 1% | · | · |
| CCOc1ccc(C2NCCc3cc(OC)c(OC)cc32)cc1OC (stereo not drawn) | 0% | 60 | 23% | -10% | -6% | -8% | -16% |
| CN(C(=O)c1ccccc1C(=O)OCC(=O)c1ccc(F)c(F)c1)C1CCCCC1 | -11% | -31 | 34%[activator] | -4% | 2% | · | 115%[activator] |
| O=C(NCCCc1ccccc1)N1CCOCC1 | -6% | 3 | 11% | 21% | 7% | -7% | -9% |
| O=C(Nc1cccc(C(=O)N2CCCC2)c1)C1CCCC1 | · | -4 | -11% | · | -1% | · | · |
| Cc1cnc(C)c(N2CCN(Cc3nc(-c4ccccc4)no3)CC2)n1 | 4% | 17 | -6% | 7% | 2% | -2% | 150%[activator] |
| Cc1c(C(=O)N2CCN(c3ccccc3)CC2)oc2c(F)cccc12 | 3% | -9 | -15% | -4% | -6% | 0% | 37% |
| COc1cc(CNCCSc2nnnn2C)cc(Br)c1OCc1ccccc1F | -6% | -16 | 2% | -3% | 1% | 2% | 132%[activator] |
| CN(C=O)CP(=O)(O)CN(C)C=O | 1% | 18 | 2% | -18% | -5% | 0% | -8% |
| COC(=O)c1cccc(NC(=O)CC2C(=O)NCCN2C(=O)c2ccc(F)cc2F)c1 (stereo not drawn) | 7% | 24 | -5% | 43%[activator] | -3% | 3% | -2% |
| CC(=O)Nc1ccc(S(=O)(=O)NCC(=O)OCC(=O)NCc2ccc3c(c2)OCO3)cc1 | · | 85 | -4% | · | 8% | · | -19% |
| CCOc1ccc(OCCC(=O)N2CCN(S(=O)(=O)c3ccc(F)cc3)CC2)cc1 | 5% | -36 | -22% | 4% | -7% | · | 152%[activator] |

Compound activity (PubChem)
